PREPL inh: inhibits the human prolyl oligopeptidase-like enzyme; Q4J6C6; AID 2751; actives 0.68% (n = 320,000); recombinant PREPL, fluorescence polarization activity-based probe; inhibition, % at 5.96 µM; in the data active = inhibition above about 43%;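 note: 0% = enzyme with DMSO and 100% = wells lacking enzyme; many of its hits are not listed in these tables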
Target sequence (Q4J6C6 whole entry, looked up): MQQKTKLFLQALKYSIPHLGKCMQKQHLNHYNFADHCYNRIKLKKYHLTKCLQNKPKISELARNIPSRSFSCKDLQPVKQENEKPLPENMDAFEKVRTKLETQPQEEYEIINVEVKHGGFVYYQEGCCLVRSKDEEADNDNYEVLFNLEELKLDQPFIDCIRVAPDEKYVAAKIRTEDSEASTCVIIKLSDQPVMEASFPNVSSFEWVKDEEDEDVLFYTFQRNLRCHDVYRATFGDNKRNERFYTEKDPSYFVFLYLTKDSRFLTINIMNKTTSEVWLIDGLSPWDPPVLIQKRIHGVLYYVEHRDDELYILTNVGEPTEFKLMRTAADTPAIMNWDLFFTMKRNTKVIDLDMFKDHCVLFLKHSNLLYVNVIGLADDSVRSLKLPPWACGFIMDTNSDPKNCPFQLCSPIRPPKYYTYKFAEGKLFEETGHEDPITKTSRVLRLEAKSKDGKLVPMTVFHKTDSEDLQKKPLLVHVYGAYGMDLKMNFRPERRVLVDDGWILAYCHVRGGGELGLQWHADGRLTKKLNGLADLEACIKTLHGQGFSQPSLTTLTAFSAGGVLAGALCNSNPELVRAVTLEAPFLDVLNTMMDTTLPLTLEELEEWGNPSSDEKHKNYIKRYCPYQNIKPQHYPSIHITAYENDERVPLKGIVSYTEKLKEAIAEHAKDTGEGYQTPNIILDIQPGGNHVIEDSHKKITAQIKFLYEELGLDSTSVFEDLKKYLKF
pPAFAH inh: inhibitors of human plasma PAF acetylhydrolase (pPAFAH). recombinant pPAFAH, FP-rhodamine probe fluorescence polarization. inhibition, % at 3.39 µM. actives 1.5% (n = 330,000);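 active = inhibition above the mean inhibition across the screen plus 3 SD, cut at about 25% in these data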;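 note: inhibitors block binding of the rhodamine activity-based probe so polarization drops; 0% = enzyme with DMSO and 100% = wells lacking pPAFAH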
PAFAH1B2 FP inh: blocks human PAF acetylhydrolase 1b catalytic subunit 2 | actives 1.2% (n = 340,000) | recombinant PAFAH1B2, FP-rhodamine activity probe, fluorescence polarization | AID 492953 | inhibition, % at 3.39 µM;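 active = inhibition above the mean of all tested compounds plus 3 SD, cut at about 24% in these data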;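 note: 0% = enzyme with DMSO and 100% = wells lacking PAFAH1B2; many of its hits are not listed in these tables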
PAFAH2 inh: PAFAH2 (human) inhibition; Q99487; recombinant PAFAH2, FP-rhodamine activity probe, fluorescence polarization; inhibition, % at 3.39 µM; actives 0.99% (n = 340,000); AID 492956;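 active = inhibition above the mean over all tested compounds plus 3 SD, cut at about 30% in these data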;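 note: inhibitors block probe labeling of enzyme so polarization drops; 0% = enzyme with DMSO and 100% = wells lacking PAFAH2 protein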
PAD4 inh: PAD4 (human) enzyme inhibition | Q9UM07 | recombinant PAD4, RCA probe fluorescence polarization | inhibition, % at 6.36 µM | actives 0.41% (n = 330,000) | AID 485272;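 active = percent inhibition above a cutoff equal to the mean of all tested compounds plus 3 SD, cut at about 15% in these data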;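 note: 0% = PAD4 with RCA probe and DMSO and 100% = probe without PAD4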
LYPLA1 counter: counter-screen for PME1 inhibitors: inhibitors of human LYPLA1; O75608; recombinant LYPLA1, FP-Rh probe fluorescence polarization; inhibition, % at 5.9 µM; actives 0.16% (n = 320,000);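 active = inhibition above the mean of all tested compounds plus 3 SD, set per campaign, cut at about 14% in these data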;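 note: inhibitors block serine hydrolase probe labeling of LYPLA1 so polarization falls; 0% = enzyme with DMSO and 100% = wells lacking LYPLA1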
LYPLA2 inh: counter-screen for PME1 inhibitors: inhibitors of human LYPLA2 | recombinant LYPLA2, FP-Rh probe fluorescence polarization | actives 0.38% (n = 320,000) | O95372 | AID 2177 | inhibition, % at 5.9 µM;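 active = inhibition above the screen-wide mean plus 3 SD, limit set per campaign, cut at about 26% in these data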;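 note: 0% = LYPLA2 with DMSO and 100% = wells lacking LYPLA2 enzyme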
PAFAH1B3 FP inh: blocks human PAF acetylhydrolase 1B catalytic subunit 3 | AID 492972 | recombinant PAFAH1B3, FP-rhodamine probe, fluorescence polarization | inhibition, % at 3.39 µM | Q15102 | actives 0.28% (n = 340,000);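 active = inhibition above the screen-wide average of all tested compounds plus 3 SD, cut at about 25% in these data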;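 note: 0% = enzyme with DMSO only and 100% = wells lacking PAFAH1B3 protein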
Target sequence (Q15102 whole entry, looked up): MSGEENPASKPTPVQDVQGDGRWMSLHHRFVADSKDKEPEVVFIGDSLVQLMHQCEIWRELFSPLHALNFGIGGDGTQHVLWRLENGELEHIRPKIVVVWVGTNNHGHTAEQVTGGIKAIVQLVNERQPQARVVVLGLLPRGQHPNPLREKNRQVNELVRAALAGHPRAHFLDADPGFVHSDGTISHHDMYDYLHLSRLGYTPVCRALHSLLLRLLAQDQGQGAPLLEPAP
GSTO1 counter: counter-screen for RBBP9 inhibitors: inhibitors of human GSTO1; actives 1.1% (n = 300,000); P78417; AID 1974; inhibition, % at 5.96 µM; recombinant GSTO1, activity-based probe fluorescence polarization;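 active = inhibition above the campaign mean inhibition plus 3 SD, cut at about 35% in these data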;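 note: 0% = GSTO1-1 with DMSO and 100% = wells lacking GSTO1-1 enzyme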
* hit, by the source's call; nt = not tested or not shown. The list is partial; rates above refer to the full screens.

SMILES	PREPL inh	pPAFAH inh	PAFAH1B2 FP inh	PAFAH2 inh	PAD4 inh	LYPLA1 counter	LYPLA2 inh	PAFAH1B3 FP inh	GSTO1 counter
CCC(C)NC(=O)CCn1ccc2cc(S(=O)(=O)N3CCCC3)ccc21 (stereo unspecified)	21	-1	8	-3	2	-1	1	6	5
CC(=O)C1=C(O)C(=O)N(C2CCCCC2)C1c1ccccc1 (stereo unspecified)	22	1	9	-2	-5	3	2	6	-1
Cc1c(Cl)cn2c(=O)cc(CN3CCN(c4ccccc4)CC3)nc2c1Cl	10	5	3	9	-2	-2	3	0	0
COc1ccc(C2C(C#N)=C(N)OC3=C2C(=O)CC(C)(C)C3)c([N+](=O)[O-])c1OC (stereo unspecified)	17	0	-1	1	3	-2	1	-3	2
CCCCS(=O)c1snnc1C (stereo unspecified)	-1	0	14	1	-3	0	-1	16	9
CCc1cc(=O)oc2c(CNCc3ccc(OC)cc3OC)c(O)c(Cl)cc12	6	5	5	-1	-4	-1	-2	11	0
CCOC(=O)c1ccc(OC)c(OC)c1Cl	18	-1	3	-5	-3	5	10	10	7
CCn1c(O)c(C(C#N)=C2N=c3ccccc3=N2)c2ccccc21	3	3	5	-6	-1	4	1	3	1
O=c1c2cc(NC(=S)N3CCCCCC3)ccc2nc2n1CCCCC2	18	2	13	3	-2	-3	0	9	3
Cc1cccc(NC(=O)NC(C)C(c2ccccc2)N2CCN(C)CC2)c1 (stereo unspecified)	15	-1	1	-1	-4	-1	4	5	1
CCCCN=C1N/C(=C\c2ccco2)C(=O)N1c1ccccc1	6	4	1	-6	-7	0	-3	10	1
CC1(C)C2CCC1(C)C(OCCNCCOC(=O)Nc1ccccc1)C2 (stereo unspecified)	-5	3	5	6	1	-1	-5	4	6
O=C(CSc1ncnc2c1oc1ccccc12)N1CCN(c2ccccc2)CC1	-39	-8	3	6	-4	0	-7	2	2
CCCC(=O)Nc1c(-c2ccccc2)c(=O)c(C)nn1-c1ccccc1	7	-3	6	10	-1	2	-4	-1	5
O=C(Nc1cccc(Cl)c1)c1cc(F)cc2c1OCOC2	7	5	-4	7	1	-4	1	-5	1
CC(=O)Nc1ccc(NC(=O)C(C)OC(=O)CCCN2C(=O)c3cccc4cccc(c34)C2=O)cc1 (stereo unspecified)	18	-1	5	1	-2	3	-3	7	-6
Cn1c(Cn2c(C(F)(F)F)nc3ccccc32)nc2ccccc21	12	5	2	-2	-4	2	5	16	-1
Cc1[nH]c2ccc(C(=O)NCCCN3CCCC3)cc2c1C	14	8	3	-3	1	2	1	8	-1
C=CCn1c(Cc2cccs2)nnc1SCC(=O)Nc1ccc(OC)c(OC)c1	10	2	2	3	-3	0	-5	18	-2
CCCNC(=O)c1nn2cc(Br)cnc2c1Cl	10	3	0	-1	0	0	10	9	10
Cc1c(NC(=O)c2cc(-c3ccccc3)on2)c(=O)n(-c2ccccc2)n1C	5	7	2	0	-6	-1	2	1	-3
COc1ccc(-n2nc(C(=O)NCC(=O)NCCCN3CC(C)CC(C)C3)c3ccccc3c2=O)cc1Cl (stereo unspecified)	-1	6	-2	-3	-2	-2	10	12	-3
CCCN(CC(=O)Nc1ccccc1C)C(=O)c1ccc(N2CCCCCC2)c([N+](=O)[O-])c1	15	3	7	-1	0	-2	-7	4	3
Cc1cc(C(=O)COc2ccccc2C(N)=O)c(C)n1C	-2	-4	0	-5	10	3	7	8	-4
Nc1nc(SCC(=O)NCc2ccco2)[nH]c(=O)c1-c1ccccc1	3	-11	6	-1	-8	-3	-4	6	5
COc1ccc(CNC(=O)COC(=O)c2n[nH]c3ccccc23)cc1OC	-3	-6	2	0	-2	-3	-6	1	-2
COc1cc(C(=O)NC(c2ccccc2)c2ccccc2)cc(OC)c1C	-1	6	7	-3	-4	1	-6	1	7
CCCCn1c(SCC(=O)NCc2ccccc2)nc2ccc(N3CCOCC3)cc2c1=O	9	7	-2	3	-2	0	-1	2	12
Cc1ccc(C(=O)NCc2ccco2)cc1S(=O)(=O)N1CCCCC1	9	1	1	1	-2	1	0	16	-4
C=CCN(c1ccccc1)S(=O)(=O)c1cccc(C(=O)N(CC)CC(=O)Nc2c(F)cccc2F)c1	6	6	0	0	0	5	2	-5	-1
Cc1cc(C)nc(NS(=O)(=O)c2ccc(N/C=C\C(=O)c3cccs3)cc2)n1	4	0	7	-4	1	1	-2	13	-2
COc1ccc(CCCC(=O)Nc2ccc(F)cc2)cc1	6	-2	4	5	-1	-1	4	-2	5
CCc1nc(N2CCN(C(=S)NCCCOC)CC2)c2c3c(sc2n1)CCCC3	9	18	0	-7	-2	1	-4	10	-3
O=S(=O)(CCN1CCSCC1)c1ccc(Cl)cc1	0	-2	14	-4	3	-3	-2	7	8
CCc1nc2ccccc2n1Cc1ccccc1OC	15	22	0	0	-2	0	-1	0	-3
O=C(CCc1cn2ccccc2n1)NC1CCCc2c1cnn2-c1ccccc1F (stereo unspecified)	3	5	5	-3	-4	-3	-3	4	-5
Cc1ccc(OCc2cc(C(=O)N(C)CCn3ccnc3C)no2)cc1C	21	10	4	8	1	3	1	5	3
O=C(NCc1cccs1)C1CCCN(S(=O)(=O)c2cnc[nH]2)C1 (stereo unspecified)	-4	3	3	0	-1	-1	9	1	-4
COc1ccccc1C1CCN(Cc2ccc3ccccc3c2)CC1	12	4	0	-5	-1	-1	2	5	-3
CC(C)NC(=O)N(C)C[C@@H]1Oc2ccc(NC(=O)Nc3ccc(C(F)(F)F)cc3)cc2CC(=O)N([C@H](C)CO)C[C@@H]1C	23	17	0	4	0	nt	nt	7	nt
O=C(Cn1ccc(NC(=O)OCc2ccccc2)nc1=O)NCc1ccccn1	5	-1	2	5	-1	1	6	12	nt
Cc1ccc(-c2nnc(SC(C)C(=O)NCC3CCCO3)nc2-c2ccc(C)cc2)cc1 (stereo unspecified)	5	-2	-1	-3	-5	-2	-6	3	-7
COC(=O)c1sccc1NC(=O)Nc1cccc(Cl)c1Cl	-7	-6	-4	6	-5	-1	-2	0	12
CCOc1cc(-c2noc(CCC(=O)Nc3cccnc3)n2)ccc1OC	5	-1	4	2	1	-1	2	2	3
O=C(COc1ccccc1[N+](=O)[O-])NCCC1=CCCCC1	2	5	11	-1	1	1	6	6	-4
CCNC(=O)C1=C(O)c2sccc2N(C)S1(=O)=O	2	3	4	4	-2	-3	-4	2	4
CCN(CC(=O)Nc1cc(Cl)ccc1C)C(=O)C1CCCCC1	-3	3	0	-2	-4	-1	-1	7	1
COc1ccc(Cl)cc1NC(=O)N1CCN(S(C)(=O)=O)CC1	10	2	-1	-10	-4	-2	6	0	1
CCCSc1ccc([C@@H]2[C@H]3C(=O)N(CC)C(=O)[C@H]3[C@]3(C(=O)OC)CCCN23)cc1OC	-2	2	3	6	-5	1	3	8	-1
CC1CN2C(c3ccc(Cl)cc3)=CSC2=N1 (stereo unspecified)	-1	-9	-5	-1	-2	3	-5	-1	0
COC1=CC(=O)c2ccccc2C1=O	29	0	15	10	10	nt	nt	43*	nt
Cc1ccc(-c2nc(=O)[nH]c3ccccc23)cc1	-10	-6	3	2	0	5	-2	9	7
COCCCn1c(SCC(=O)N2CCOCC2)nc2cc(Cl)ccc2c1=O	14	0	1	-3	-3	3	3	4	nt
Cc1ccc(-n2c3c(c(=O)[nH]c2=O)C(NS(=O)(=O)c2ccc(Cl)cc2)(C(F)(F)F)C(=O)N3)cc1 (stereo unspecified)	1	5	2	2	-2	0	-1	18	-3
N#C/C(=C(/O)c1ccc2c(c1)OCO2)c1nc2cc(C(F)(F)F)ccc2s1	8	38*	89*	19	6	-2	4	11	6
CC(C)c1nc(N2CCCC2)c(C#N)c2c1CCCC2	9	4	1	4	3	-3	-1	6	4
CCn1cnc2cc(NCc3ccccc3Cl)ccc21	32	7	3	16	-3	0	0	8	-2
CCOC(=O)CSc1nnc(CNC(=O)Cc2ccccc2)n1-c1ccccc1OC	-1	5	8	-1	1	-2	0	-5	-2
Cc1cccc(-n2ncc3c(N(C)C4CCCCC4)ncnc32)c1	1	0	4	2	2	1	8	-1	1
CC(=O)NS(=O)(=O)c1ccc(NC(=O)CN2C(=O)C3C4C=CC(C4)C3C2=O)cc1 (stereo unspecified)	-4	5	3	1	-5	4	-1	3	3

An excerpt of these results, in CSV form.
Structure,PREPL inh,pPAFAH inh,PAFAH1B2 FP inh,PAFAH2 inh,PAD4 inh,LYPLA1 counter,LYPLA2 inh,PAFAH1B3 FP inh,GSTO1 counter
Cc1ccc(-n2c3c(c(=O)[nH]c2=O)C(NS(=O)(=O)c2ccc(Cl)cc2)(C(F)(F)F)C(=O)N3)cc1 (stereo unspecified),1,5,2,2,-2,0,-1,18,-3
CC(=O)NS(=O)(=O)c1ccc(NC(=O)CN2C(=O)C3C4C=CC(C4)C3C2=O)cc1 (stereo unspecified),-4,5,3,1,-5,4,-1,3,3

Next part
SMILES	PREPL inh	pPAFAH inh	PAFAH1B2 FP inh	PAFAH2 inh	PAD4 inh	LYPLA1 counter	LYPLA2 inh	PAFAH1B3 FP inh	GSTO1 counter
CC(NC(=O)COC(=O)CNC(=O)C1CCCCC1)c1ccccc1 (stereo unspecified)	4	2	3	-6	3	4	6	1	nt
O=C(O)Cc1cc2c(s1)CCCCC2	5	1	4	-24	5	3	2	2	-4
CCOc1cc(C2C(C#N)=C(N)OC3=C2C(=O)CC(C)(C)C3)cc([N+](=O)[O-])c1O (stereo unspecified)	11	4	6	1	1	2	-5	8	6
N#Cc1cc(-c2ccccc2)nnc1Oc1ccccc1Cl	2	5	-1	0	-5	-3	-4	7	-3
CC(NC(=O)c1ccc(S(=O)(=O)N(C)C)cc1)c1ccccc1 (stereo unspecified)	-1	6	4	-1	-3	1	0	-2	0
CCSC1=NC(C)(C)C=C(/C=C/c2ccc(Cl)cc2Cl)N1	1	-3	7	1	-6	-2	1	-3	-2
CC(C)[C@H](NC(=O)c1ccccc1)C(=O)NC1CCCCCCC1	13	-1	1	4	-1	nt	nt	6	nt
CCOc1ccc(CC(=O)NNC(=S)Nc2ccccc2)cc1Br	4	7	1	1	-2	0	-3	14	-2
COc1ccc(S(=O)(=O)NNc2nc(C)cc(C)n2)cc1Br	0	7	5	1	2	2	2	1	7
CCOC(=O)CN1C(=O)C(=O)c2cc(C)ccc21	6	1	1	-1	0	0	2	-3	9
O=C(CCc1nc2ccccc2s1)N1CCN(c2ccccc2)CC1	-41	4	16	2	1	-2	1	5	-3
CCOC(=O)Nc1ccc(C(=O)Oc2ccccc2)c(O)c1	11	3	-1	0	-5	1	17	-13	9
N#Cc1c2c(c(Nc3ccccc3)n3c1nc1ccccc13)CCC2	5	-4	1	9	-4	4	9	1	0
CCN(CC)S(=O)(=O)c1ccc(C(=O)Nn2cnnc2)cc1	10	3	2	1	4	5	4	7	7
CCOc1ccc(CNC(=O)C2CCN(c3nn4c(=O)cc(C)nc4s3)CC2)cc1	8	1	1	2	-1	4	20	3	10
CC(=O)NNC(=O)CCn1c2c(c3ccccc31)CCCC2	12	0	-1	1	-3	1	8	8	-3
COc1ccc(/C=N\NC(=O)c2ccccc2F)cc1COc1ccc(F)cc1F	-33	11	0	-12	-3	-14	-25	-5	-12
CC1=Nc2ccccc2/C1=C\c1nc(-c2ccc(F)cc2)oc1O	26	14	-1	3	-9	-16	-52	5	-10
O=C(c1cc(-c2ccccn2)nc2ccc(Cl)cc12)N1CCN(CCc2ccccc2)CC1	-16	0	1	-3	-3	5	6	6	-4
COC(=O)C1CC(O)CN1C(=O)c1ccco1 (stereo unspecified)	0	3	0	-2	1	-1	0	4	3

Screening results deposited in PubChem by The Scripps Research Institute Molecular Screening Center.
